tuberculosis growth: growth inhibition of non-replicating M. tuberculosis (AID 488890); one-dose inhibition, % at 25 µM; IC50 in µM for titrated hits; Mycobacterium tuberculosis non-replicating, growth inhibition; higher % means a stronger effect; actives 0.39% (n = 320,000); in the data active = a potency from the dose series; inconclusive = inhibition mostly from about 82% at the one dose, without a potency; inactive = the rest, 99 in 100 with inhibition below about 76%;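 note: plate controls were DMSO cells for no effect and high antibiotic wells for full effect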
influenza NS1A: H1N1 influenza NS1A inhibitors, functional cell based assay (AID 504329); NS1A functional cell-based assay, percent inhibition; higher % means a stronger effect; one-dose inhibition, % at 12.5 µM; IC50 in µM for titrated hits; actives 0.3% (n = 340,000); in the data active = a potency from the dose series; inconclusive = inhibition above about 27% without an active follow-up result; note: strong numbers were not always called active
Salmonella PhoP GFP: Inhibition of PhoP regulon, Salmonella typhi GFP reporter cells, confirmation, 4 h (AID 1850). actives 0.33% (n = 310,000). inhibition, % at 50 µM, or IC50 in µM where a hit was titrated. Salmonella Typhi PhoP-promoter GFP reporter, fluorescence, 4 h; higher % means a stronger effect; in the data active = a potency from the dose series; inconclusive = inhibition mostly from about 25% at the one dose, without a potency; inactive = the rest, 99 in 100 with inhibition below about 19%;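 note: 0% = induced wells with vehicle and 100% = uninduced wells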
VEEV TC-83 Vero: inhibitors of VEEV TC-83 cytopathic effect, confirmation, Vero cells (AID 588727); actives 0.13% (n = 350,000); inhibition, % at 20 µM; hits with a dose series show IC50 in µM; Vero cells, VEEV TC-83 cytopathic effect inhibition; higher % means a stronger effect; in the data active = a potency from the dose series; inconclusive = inhibition mostly from about 14% at the one dose, without a potency; inactive = the rest, 99 in 100 with inhibition below about 12%; note: strong numbers were not always called active
H37Rv inhibition: M. tuberculosis growth inhibition, HTS (AID 449762) | M. tuberculosis H37Rv growth inhibition, 7H9 media; higher % means a stronger effect | actives 0.59% (n = 330,000) | inhibition, % at 25 µM, or IC50 in µM where a hit was titrated; in the data active = a potency from the dose series; inconclusive = inhibition above about 70% without an active follow-up result;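 note: bacterial growth assessed after seven days of incubation; strong numbers were not always called active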
VEEV TC-83 Vero 10K pilot screen: second read-out of VEEV TC-83 Vero, no call of its own (marks repeat the call); inhibition, %; measured here: 10K pilot screen inhibition
* = called active by the depositor; i = inactive; ? = inconclusive; . = no result given.

SMILES	tuberculosis growth	influenza NS1A	Salmonella PhoP GFP	VEEV TC-83 Vero	H37Rv inhibition	others
Cc1cc(C(=O)NCc2ccccc2)c(=O)[nH]c1C	-10%	-1%	-8%	1.7%	-23%
COC(=O)C1=C(C)N(CCC2=CCCCC2)C(=O)C1	36%	1%	3%	i	-4%
C[C@H](NS(=O)(=O)c1ccccc1)C(=O)OCC(=O)NC(=O)Nc1ccc2c(c1)OCCO2	12%	1%	9%	1.2%	54%	VEEV TC-83 Vero 10K pilot screen=0.9
O=C(COC(=O)c1ccc(CO)cc1)Nc1ccc(OC(F)F)cc1	-7%	-18%	-11%	0.1%	1%
O=C(NNC(=S)Nc1ccc(F)cc1)c1cccc([N+](=O)[O-])c1	-8%	-22%	-1%	0.6%	-8%
COc1ccc(N2C(=O)C3C(C2=O)C2C=CC3C23CC3)c([N+](=O)[O-])c1 (configuration not stated)	-6%	-5%	-2%	0.6%	3%
COc1cccc(NC(=O)CCC(=O)Nc2cc(OC)c(NC(=O)c3cccs3)cc2OC)c1	.	3%	.	9.6%	.
COc1cc(OC)cc(-c2nc(=S)n3ccsc3n2)c1	-4%	3%	2%	0.8%	-2%
CCOc1ccc(C2CC(=O)NC3=C2C(=O)CCC3)cc1Cl (configuration not stated)	11%	-5%	-5%	1.8%	5%
Cc1ccc(S(=O)(=O)NCC2CCC(C(=O)NCCCN3CCCC3=O)CC2)cc1 (configuration not stated)	4%	-6%	0%	0.0%	-6%
C=CCNS(=O)(=O)NC(=O)C1=C(N2CCCC2)COC1=O	5%	-2%	.	0.1%	-2%
CSCCC(NC(=O)c1ccc(Cl)cc1Cl)C(=O)N1CC(C)OC(C)C1 (configuration not stated)	2%	4%	.	0.7%	-8%
O=C(NCc1cccc(F)c1)c1cccc2c1C(=O)c1ccc(N3CCCC3)cc1S2(=O)=O	22%	-23%	.	7.3%	2%
CC(=O)Nc1ccccc1OCc1cnc(Cl)s1	.	-8%	5%	0.5%	4%
CCOC(=O)N(CC)c1ccc(C(O)(C(=O)OC)C(F)(F)F)cc1 (configuration not stated)	5%	-8%	-2%	2.2%	-3%
O=C(/C=C/c1ccc([N+](=O)[O-])cc1)N(c1ccccn1)C1CCCCC1	52%	4%	-13%	0.5%	4%
COc1cc2c(cc1OC)C(c1ccc(O)cc1)NCC2 (configuration not stated)	5%	2%	3%	i	-5%
Cc1cccc(N(CC(=O)NC(C)(C)C)C(=O)CNC(=O)c2cccs2)c1	-4%	-4%	6%	1.7%	-2%
COCCCNC(=O)CCCn1c(=O)[nH]c2ccccc2c1=O	2%	9%	-2%	1.8%	5%
COC(=O)c1ccc2c(=O)n(CC3CCCO3)c(SCC(=O)Nc3ccccc3Cl)nc2c1 (configuration not stated)	20%	-1%	-8%	0.2%	2%
Cc1cc(C)n2nc(C(=O)OCC(=O)c3ccc(F)cc3)nc2n1	6%	-12%	-1%	4.1%	2%
O=C(CCCCC(=O)NNC(=O)COc1ccccc1)NNC(=O)COc1ccccc1	-21%	5%	6%	1.1%	1%
COc1ccc(S(=O)(=O)n2nc(-c3ccc(Cl)cc3)cc2N)cc1OC	6%	3%	-11%	1.9%	-8%
NS(=O)(=O)c1cc(C(=O)Nc2ccc3c(c2)OCCCO3)ccc1Cl	4%	1%	7%	2.7%	8%
O=C(NCc1ccc(F)cc1)C(c1ccncc1)N(C(=O)c1csnn1)C1CC1 (configuration not stated)	-9%	3%	1%	6.2%	-1%
Cc1cccc(C(=O)NCCN(C)C)c1	14%	-1%	3%	0.5%	-1%
c1ccc(CCNCc2cccs2)cc1	28%	2%	-4%	i	0%
COc1ccc(-n2c(C)ccc2C)c([N+](=O)[O-])c1	26%	2%	4%	2.3%	-3%
CCOC(=O)c1oc2c(CN3CCCCC3C)c(O)ccc2c(=O)c1-c1ccc(OC)c(OC)c1 (configuration not stated)	-14%	-4%	9%	2.7%	-10%
COc1ccc(N=C(C)c2c(O)[nH]c(=O)[nH]c2=O)cc1	17%	2%	11%	0.7%	-3%
CCN1CCN(Cc2ccc(NC(=O)c3cc(NC(=O)C(=O)c4c[nH]c5ccccc45)cc(OC)c3)cc2C(F)(F)F)CC1	?	18%	18%	i	?
C=C(C)c1nc(N)nc(N)n1	-5%	2%	5%	3.6%	-8%
Cc1ccc(S(=O)(=O)N2CC(O)CC2C(=O)OCC(=O)Nc2ccc([N+](=O)[O-])cc2C(F)(F)F)cc1C (configuration not stated)	10%	-2%	.	1.7%	-6%
Cc1cc(C)c(S(=O)(=O)N2CCCC(C(=O)N3CCCC3)C2)c(C)c1 (configuration not stated)	.	-12%	-5%	0.4%	-4%
C=C(C)c1cccc(C(C)(C)NC(=O)N2CCC(C)CC2)c1	11%	2%	5%	i	-1%
CCOC(=O)N1CCN(C(=O)c2ccc3c(c2)NC(=O)C(N2CCOCC2)S3)CC1 (configuration not stated)	-5%	17%	-9%	1.2%	3%
CC1(OC(=O)CCc2ccccc2)C(=O)C=C2C=C(c3ccc(C#N)cc3)N(CCc3c[nH]c4ccccc34)C=C2C1=O (configuration not stated)	51%	8%	11%	4.9%	-2%
CSc1nnc(NC(=O)c2ccco2)s1	-1%	0%	5%	1.0%	4%
COc1ccc(CC(=O)Oc2cc(C)[nH]c(=O)c2[N+](=O)[O-])cc1	2%	-3%	0%	i	2%
COc1cc(C(=O)N=c2sccn2C)c([N+](=O)[O-])cc1OC	40%	-2%	1%	3.2%	-2%
CCCCSc1nnc2nc(C)cc(C)n12	-4%	-1%	-11%	i	-13%
C#CCOC(=O)CN1C(=O)c2cccc3cccc(c23)C1=O	65%	1%	-6%	0.9%	6%
CCn1cc(C(=O)NC(=S)Nc2cccc(O)c2)cn1	-2%	2%	-1%	2.4%	-14%
COc1ccc(Cl)cc1NC(=O)CN(C)C(=O)CSc1ccc2c(c1)OCCO2	12%	-14%	.	8.0%	-9%
CC(C)CCN(C(=O)CNC(=O)c1ccco1)C(C(=O)NC1CCCCC1)c1cccnc1 (configuration not stated)	13%	-10%	4%	1.2%	2%
Cc1ccccc1CN1CCNC(=O)C1CC(=O)NCCC1=CCCCC1 (configuration not stated)	7%	-4%	-12%	2.1%	-3%
CC(C)=CCN1CCN(Cc2cccn2-c2ccccn2)CC1CCO (configuration not stated)	24%	0%	-13%	i	?
O=[N+]([O-])c1ccc2c(c1)Cc1cc(F)ccc1-2	.	-5%	.	4.8%	.

No new results follow: an excerpt of the list.
SMILES	tuberculosis growth	influenza NS1A	Salmonella PhoP GFP	VEEV TC-83 Vero	H37Rv inhibition	others
CC(C)CCN(C(=O)CNC(=O)c1ccco1)C(C(=O)NC1CCCCC1)c1cccnc1 (configuration not stated)	13%	-10%	4%	1.2%	2%
Cc1ccccc1CN1CCNC(=O)C1CC(=O)NCCC1=CCCCC1 (configuration not stated)	7%	-4%	-12%	2.1%	-3%
CC(C)=CCN1CCN(Cc2cccn2-c2ccccn2)CC1CCO (configuration not stated)	24%	0%	-13%	i	?
O=[N+]([O-])c1ccc2c(c1)Cc1cc(F)ccc1-2	.	-5%	.	4.8%	.

Other results follow:
SMILES	tuberculosis growth	influenza NS1A	Salmonella PhoP GFP	VEEV TC-83 Vero	H37Rv inhibition	others
Cc1ccc(N(CC(=O)N2CCOCC2)S(C)(=O)=O)cc1C	1%	-7%	-12%	i	-9%
O=C1CCC(/C=C/c2ccccc2)=NN1Cc1ccccc1Cl	-6%	-3%	-8%	1.0%	2%
COc1cc(/C=N/NC(=O)c2csc3c2CCCC3)cc(OC)c1O	-11%	-2%	-2%	7.8%	-1%
CCN(CC)C(=O)Cn1cc(S(=O)(=O)Cc2cccc([N+](=O)[O-])c2)c2ccccc21	10%	-5%	-11%	i	1%
O=C(CCSc1ccccc1)Nc1nccs1	22%	5%	12%	1.6%	2%
COc1ccc(CCNC(=O)CSc2nc3ccsc3c(=O)n2CC2CCC(C(=O)O)CC2)cc1OC (configuration not stated)	-3%	5%	6%	i	-7%
O=C(Cc1cccs1)N1CCC(c2nc3c(nnn3Cc3ccccc3)c(=O)[nH]2)CC1	15%	-3%	0%	i	0%
CC(C)OCCCNC(=S)Nc1ccc2nc3n(c(=O)c2c1)CCCCC3	?	5%	-2%	1.6%	4%
C=CCc1cccc(C=Nc2cc(Br)ccc2O)c1O	?	-4%	-20%	i	?
CC(OC(=O)c1cn(-c2ccccc2)nc1-c1cccnc1)C(N)=O (configuration not stated)	-2%	-4%	2%	1.8%	1%
CCOC(=O)N1CCN(C(=O)C2CCN(S(C)(=O)=O)CC2)CC1	5%	-7%	-7%	0.1%	-5%
COC(=O)c1c(SCc2ccc(C#N)cc2)nc(=O)[nH]c1C	-8%	8%	2%	5.8%	0%
Cc1cccc(NC(=O)C(C)SCc2ccccc2)c1 (configuration not stated)	79%	0%	7%	1.0%	0%
CCCCn1c(N)c(N(CC)C(=O)c2ccc([N+](=O)[O-])c(C)c2)c(=O)[nH]c1=O	-2%	8%	-13%	0.1%	5%
CCOC(=O)C1CCN(c2nc3ccccc3n2CC(=O)c2ccccc2)CC1	4%	10%	-2%	5.3%	-4%
O=C(Nc1nc2ccccc2n1CCN1CCCC1)c1ccc(Cl)cc1	i	-11%	19%	1.4%	8%
COC(=O)C(Cc1ccccc1)OS(N)(=O)=O (configuration not stated)	-9%	1%	-34%	0.7%	14%
CCC(=O)NNc1ncnc2c1cnn2-c1ccccc1	-3%	6%	-4%	1.9%	-8%
COc1ccc2[nH]c(=O)c(CN(CCc3ccccc3)Cc3nnnn3CC3CCCO3)cc2c1 (configuration not stated)	52%	-9%	-13%	7.1%	50%
COc1ccc(C(=O)c2sc(Nc3cccc(OC)c3)c(C(=O)Nc3cccc(C)c3C)c2N)cc1	-7%	3%	7%	?	-6%
CC(=O)NC1C(=O)N(Cc2ccccc2)c2ccc(Br)cc21 (configuration not stated)	47%	1%	4%	i	9%
CCC1CCCCN1C(=O)COC(=O)CN(C)S(=O)(=O)c1ccc(NC(C)=O)cc1 (configuration not stated)	-12%	2%	-3%	3.2%	0%
CN1C(=O)[C@H]2[C@@H](/C=C/c3ccccc3)N3C(=O)CN(Cc4ccc(-c5ccccc5)cc4)C(=O)[C@@]3(Cc3ccccc3)[C@H]2C1=O	23%	2%	-4%	1.7%	11%	VEEV TC-83 Vero 10K pilot screen=2.7
CCN(c1ccccc1)S(=O)(=O)c1ccc2c(c1)N(C(C)=O)CCS2	-8%	9%	7%	1.4%	-4%
CCCCCCNc1c([N+](=O)[O-])cc(C)cc1[N+](=O)[O-]	-1%	29%	10%	5.3%	-12%
COc1cc(OC)c(C(=O)OCC(=O)N(Cc2ccccc2)C(C)(C)C)cc1OC	14%	-3%	-8%	1.2%	5%
C=CCn1c(COc2ccc(F)cc2)nnc1SCC(=O)NC1CCS(=O)(=O)C1 (configuration not stated)	-1%	12%	3%	i	-11%
N#C/C(=C\c1ccc2c(c1)OCO2)C(N)=S	65%	.	4%	i	11%
Cc1ccc(CNC(=O)CN2CCN(Cc3ccc(C)cc3)C2=O)cc1	23%	-3%	2%	i	4%
CCOC(=O)c1c(NC(=O)CN2CCCCC2)sc(CN(C)C)c1-c1ccccc1	32%	14%	5%	i	?
Cc1ccc(NC(=O)C2CC(Cl)=CCC2C(=O)O)c([N+](=O)[O-])c1 (configuration not stated)	-5%	-3%	-9%	0.1%	-5%
COc1ccccc1C(=O)Nc1ccc(-c2nnn(CC(=O)N3CCOCC3)n2)cc1	-9%	-11%	-4%	9.8%	8%
COc1nc(-c2ccccc2)ccc1-c1noc(-c2ccco2)n1	-3%	2%	3%	7.0%	-8%
COc1ccccc1N1CCN(C(=O)c2ccc(-c3nc4ccccc4s3)o2)CC1	28%	4%	.	10%	45%

Ordered by length of the SMILES (descending): part of the list above.
SMILES	tuberculosis growth	influenza NS1A	Salmonella PhoP GFP	VEEV TC-83 Vero	H37Rv inhibition	others
COc1cc(OC)c(C(=O)OCC(=O)N(Cc2ccccc2)C(C)(C)C)cc1OC	14%	-3%	-8%	1.2%	5%
COc1ccccc1N1CCN(C(=O)c2ccc(-c3nc4ccccc4s3)o2)CC1	28%	4%	.	10%	45%
CCCCCCNc1c([N+](=O)[O-])cc(C)cc1[N+](=O)[O-]	-1%	29%	10%	5.3%	-12%
Cc1ccc(CNC(=O)CN2CCN(Cc3ccc(C)cc3)C2=O)cc1	23%	-3%	2%	i	4%
N#C/C(=C\c1ccc2c(c1)OCO2)C(N)=S	65%	.	4%	i	11%

Screening data: PubChem, Southern Research Specialized Biocontainment Screening Center
